Jurkat NFkB inh – inhibitors of the PMA/ionomycin-induced NF-kB reporter in Jurkat cells; inhibition, % at 4 µM; PMA/ionomycin-induced NF-kB luciferase reporter, luminescence; AID 435003; 330,000 tested, 0.53% active; in the data active = inhibition above about 50%
Mdm2-MdmX inh – inhibitors of human Mdm2/MdmX interaction. inhibition, % at 8 µM. AID 485346. SaOS-2 split-luciferase Mdm2/MdmX complementation, luminescence. 330,000 tested, 3% active. O15151+Q00987;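 active = inhibition of at least 50% at 8 µM in the primary screen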
Target sequence (O15151 whole entry, looked up): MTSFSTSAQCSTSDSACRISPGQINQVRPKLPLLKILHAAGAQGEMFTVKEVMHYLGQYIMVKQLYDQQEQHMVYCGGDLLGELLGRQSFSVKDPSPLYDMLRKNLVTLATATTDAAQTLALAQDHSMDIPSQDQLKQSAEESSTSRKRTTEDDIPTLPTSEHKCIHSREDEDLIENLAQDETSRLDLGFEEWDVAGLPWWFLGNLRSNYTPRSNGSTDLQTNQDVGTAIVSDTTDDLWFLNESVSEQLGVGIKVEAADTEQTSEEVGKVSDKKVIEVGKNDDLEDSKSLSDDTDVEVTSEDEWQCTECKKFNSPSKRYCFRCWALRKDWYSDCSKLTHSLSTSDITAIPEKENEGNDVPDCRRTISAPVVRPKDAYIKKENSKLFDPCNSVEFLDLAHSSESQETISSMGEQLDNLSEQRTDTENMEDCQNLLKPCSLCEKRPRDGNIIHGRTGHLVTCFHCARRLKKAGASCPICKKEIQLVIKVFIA
Target sequence (Q00987 whole entry, looked up): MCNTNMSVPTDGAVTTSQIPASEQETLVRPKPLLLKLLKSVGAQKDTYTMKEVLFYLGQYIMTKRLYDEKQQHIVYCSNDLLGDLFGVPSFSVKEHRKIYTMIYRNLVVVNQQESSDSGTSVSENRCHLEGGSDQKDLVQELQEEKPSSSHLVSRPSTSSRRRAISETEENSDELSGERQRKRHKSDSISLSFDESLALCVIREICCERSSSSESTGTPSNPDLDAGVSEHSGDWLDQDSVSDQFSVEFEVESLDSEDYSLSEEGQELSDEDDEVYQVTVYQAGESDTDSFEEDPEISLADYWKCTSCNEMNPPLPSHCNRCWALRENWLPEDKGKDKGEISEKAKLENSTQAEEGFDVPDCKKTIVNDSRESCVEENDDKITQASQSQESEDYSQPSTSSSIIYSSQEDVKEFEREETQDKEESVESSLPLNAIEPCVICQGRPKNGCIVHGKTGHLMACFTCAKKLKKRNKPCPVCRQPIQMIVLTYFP
Gli-Sufu antag – blocks Gli-Sufu signaling in a luciferase reporter | Sufu-KO-LIGHT fibroblasts, Gli luciferase reporter luminescence | inhibition, % at 5 µM | 340,000 tested, 0.74% active;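 active = inhibition above about 55%, limit read from the data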;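 also: 0% = DMSO-treated cells and 100% = wells with medium but no cells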
697 NFkB inh – lowers PMA/ionomycin-induced NF-kB signal in 697 B cells; 697 B-cell NF-kB luciferase reporter, 16 h; inhibition, % at 4 µM; 330,000 tested, 0.33% active; in the data active = inhibition above about 35%
EBI2 antag – antagonists of human EBI2 receptor | P32249 | EBI2 beta-arrestin recruitment, luminescence, 7a,25-OHC stimulated | inhibition, % at 5 µM | 360,000 tested, 0.81% active; in the data active = inhibition above about 38%;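 also: enzyme fragment complementation signal reports receptor beta-arrestin coupling in cells; 0% = agonist plus DMSO wells and 100% = wells without agonist; some results beyond the cut were filed as inactive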
CHOP UPR activ – apoptotic UPR (CHOP) activation; CHO-CHOP luciferase reporter, luminescence; percent of tunicamycin response over DMSO baseline; activation, % at 10 µM; 330,000 tested, 0.34% active;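 active = at 10 µM dose, activation of 40% or more, normalized to positive control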;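 also: 100% = tunicamycin at 10 µg/mL and 0% = DMSO alone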
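Material: CHO-CHOP cells, stable luciferase reporter of PERK-eIF2a-CHOP signalling; quantity: 500 reporter cells seeded per well; buffer or medium: F12 medium containing 10% fetal bovine serum; compound: one dose, 10 µM in 0.5% DMSO; incubation: 6 h compound treatment, 37 °C; measured by: Steady-Glo luciferase luminescence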
CCR6 antag – antagonists of human CCR6 receptor. CHO-K1 CCR6 PathHunter beta-arrestin, luminescence, CCL20-stimulated. inhibition, % at 20 µM. 340,000 tested, 0.49% active. AID 493098;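 active = compounds whose inhibition of the agonist-driven luminescence signal at 20 µM reaches about 50%, limit read from the data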;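 also: cells stimulated with CCL20 at 14 nM final; plate controls were DMSO with CCL20 for no effect and DMSO without agonist for full effect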
CXCR6 inh – inhibitors of human CXCR6 receptor. O00574. CHO-K1 PathHunter CXCR6 beta-arrestin, luminescence. inhibition, % at 20 µM. 360,000 tested, 0.36% active; in the data active = inhibition above about 34%, passing the limit was not always enough;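 also: antagonist mode with CXCL16 agonist at 10 nM final; 0% = 10 nM CXCL16 with DMSO and 100% = unstimulated wells without agonist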
XBP1 UPR activ – adaptive UPR (XBP1) activation. CHO-XBP1 luciferase reporter, IRE1-XBP1 UPR activation, luminescence; percent of tunicamycin response, DMSO as zero. activation, % at 20 µM. 330,000 tested, 0.33% active;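 active = versus positive control, 20 µM dose yields 30% or more activation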;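 also: 100% = tunicamycin at 10 µg/mL and 0% = DMSO only wells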
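Material: CHO cell line with stable XBP1 luciferase reporter; schedule: 16-18 h cell attachment at 37 °C, then 6 h compound exposure; signal: glow luminescence from Steady-Glo reagent; medium: serum-containing F12 medium, 10% FBS; benchmarks: tunicamycin 10 µg/mL and vehicle-only wells; read-out: percent activation relative to tunicamycin reference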
An asterisk follows results filed as active; · = no result given.

SMILES	Jurkat NFkB inh	Mdm2-MdmX inh	Gli-Sufu antag	697 NFkB inh	EBI2 antag	CHOP UPR activ	CCR6 antag	CXCR6 inh	XBP1 UPR activ
Cc1ccccc1OCC(=O)Nc1ccc(N2CCOCC2)cc1N1CCOCC1	-7	1	7	12	5	-0.8	1	-3	1
COc1ccc(-n2c(=O)c3c4c(sc3n(Cc3cccc(F)c3)c2=O)CN(C(C)=O)CC4)c(OC)c1	-5	-24	·	13	·	-0.6	·	·	-2
O=C(NC1CCCC1)C(c1ccccn1)N(C(=O)c1csnn1)C1CCCCC1 (stereo not drawn)	13	-1	10	-9	-14	1.7	4	-4	-1
O=C1NC(=O)/C(=C\c2ccc(OCc3cnc(Cl)s3)cc2)S1	-6	-34	-10	-16	-8	3.2	-11	-1	4
CC(C)Oc1ccc(CNC(=O)Cn2c(=O)oc3ccccc32)cc1	2	-17	1	-6	0	-1.2	11	4	2
CCCn1c(SCC(N)=O)nnc1-c1ccco1	-2	-7	-5	-6	-2	1.9	6	5	-2
O=c1[nH]c2cc3c(cc2cc1C(c1nnnn1C1CCCC1)N1CCCc2ccccc21)OCCO3 (stereo not drawn)	·	·	10	·	16	·	-12	-1	·
CCCN(CCC)S(=O)(=O)c1ccc(C(=O)Nc2nc(-c3ccccc3)c(C(=O)OCC)s2)cc1	-50	20	18	-18	-2	-2.2	13	-14	-2
CN(Cc1cccs1)S(=O)(=O)c1ccc(Cl)cc1F	8	1	2	-6	-11	0.5	13	-12	2
COc1ccc(-c2noc(CCC(=O)NCC3CCCO3)n2)cc1 (stereo not drawn)	-15	8	-2	-2	-17	1.5	14	4	-2
CC(C)(C)n1ncc2c(=O)n(CC(=O)c3ccccc3)cnc21	-59	-70	-18	-68	21	4.1	-3	-9	-4
Cc1cc(F)ccc1NC(=S)NCCc1ccccc1	-7	26	-9	-3	2	0.5	10	-1	-4
COc1cc(C(=O)N2CCC(n3cnc4cc(F)ccc43)CC2)cc(OC)c1OC	16	1	12	20	-10	0.2	2	0	-1
Cc1ccc(C(=O)Nc2nnc(NC(=S)Nc3ccccc3)s2)cc1	-7	19	-5	-94	-4	2.5	11	8	1
Oc1ccc(N2CCN(C(=S)NCCc3ccccc3)CC2)cc1	6	17	-3	3	-14	3.9	-9	-10	2
CCOC(=O)C1CCCN(CC(O)COC(c2ccccc2)c2ccccc2)C1 (stereo not drawn)	-8	11	70*	15	-2	-0.2	10	5	-2
CCCCC1(CCCC)NC(=S)N(Nc2ccc(C)cc2)C1=O	-8	-10	4	-7	5	-2.0	11	7	-2
O=C(NCCCN1CCOCC1)c1cc(-c2ccc(O)cc2)on1	-12	-28	0	3	-7	0.8	1	-1	2
C=Cc1ccc2c(c1)N(C)C(=C)S2	2	7	-1	6	7	-0.3	-2	-12	-3
NS(=O)(=O)c1ccc(CCNC(=O)c2cc3ccccc3oc2=O)cc1	0	8	-25	-12	-3	2.2	-6	25	5
O=C(Nc1ccc2c(c1)OCCO2)C1CC(c2ccccc2Cl)=NO1 (stereo not drawn)	-34	15	33	-4	-13	1.0	8	-8	0
Cc1oc2c(C)c(O)ccc2c(=O)c1N1C(=O)c2ccccc2C1=O	-5	8	-4	16	-2	-0.2	5	2	1
COc1cccc(NC(=O)COC(=O)c2ccc(F)cc2F)c1	-4	0	-2	3	5	1.8	-2	-14	-1
CCCCOc1ccc(N2C(=O)CC(N(CCc3ccccc3)C(=O)/C=C/C(=O)O)C2=O)cc1 (stereo not drawn)	-12	-1	7	-3	1	0.4	-10	-4	-2
O=C1NC(=S)S/C1=C1\Sc2ccccc2N1CCCS(=O)(=O)O	0	25	0	0	0	-0.3	7	6	0
COc1ccc(CN(C)CC(=O)NC(=O)NCc2ccccc2)cc1OC	-6	16	-2	9	9	-0.9	10	-1	-1
Cc1cc(C)c2c(c1)cc(C)c1nnc(SCC(=O)Nc3ccc(S(=O)(=O)N4CCCCC4)cc3)n12	-10	8	15	-15	2	0.6	6	2	-3
Cn1ccnc1C(=O)c1cc(=O)c2ccccc2o1	1	21	-24	-11	-2	2.8	-5	1	3
CCOc1ccc(C(C#N)N2CCOCC2)cc1OC (stereo not drawn)	4	-21	1	-10	5	-1.7	-3	2	-2
CN(C)C(=O)CCC(=O)N1CCCCC1C(=O)Nc1ccc(Oc2ccccc2F)cc1 (stereo not drawn)	0	15	1	5	0	-0.1	-2	9	-6
CC1(C)C[C@@H]2C[C@@](C)(CN2C(=O)c2cc(COc3cccc(C(F)(F)F)c3)on2)C1	-23	10	19	-46	-23	5.7	13	4	-1
CC1CCN(S(=O)(=O)c2nnc(NC(=O)c3ccccc3Br)s2)CC1	3	9	9	-3	1	0.5	6	3	-2
COc1ccc(C2CC(c3cccc(OC)c3)n3nc(N)nc3N2)cc1 (stereo not drawn)	-7	-26	-7	2	0	2.1	4	3	-2
CCOC(=O)c1ccc(NC(=O)c2cnccn2)cc1	-27	-30	-48	-37	-20	2.7	13	-8	-1
COc1ccc(N2C(=O)c3cccc4cccc(c34)C2=O)nn1	-1	15	1	10	-9	0.5	-7	-6	-2
CSc1ccccc1OCc1cc(C(=O)N(C)C(C)c2nc(C)cs2)no1 (stereo not drawn)	-14	-6	-2	-12	-10	4.1	16	2	2
Cc1ccc(S(=O)(=O)/N=C(/Nc2ccc3[nH]c(=O)[nH]c3c2)c2ccc(F)cc2)cc1	-11	22	-6	4	2	-0.7	1	3	1
Cc1nc(-c2cccnc2)sc1C(N)=O	-1	-17	-16	-2	-7	-2.6	-8	5	-2
COc1cc(S(=O)(=O)N2CCN(Cc3cccs3)CC2)ccc1NC(C)=O	-9	2	4	-4	-6	0.5	-5	-1	2
Cc1ccccc1C(=O)c1cccn1CC(=O)NCc1ccc(F)cc1	9	8	-11	8	-5	0.4	2	2	-3
O=S(=O)(/N=C(/Nc1ccc(Cl)cc1Cl)c1ccccc1)c1cccs1	2	-24	-17	4	-1	0.0	-3	0	7
CCOC(=O)C1(Cc2ccccc2Cl)CCN(C(=O)CCn2ccnc2C)CC1	-97	-35	-1	-131	5	3.4	2	-11	0
Cc1ccc(C(=O)NCC(=O)N2CCC3(CC2)NCCc2[nH]cnc23)cc1C	5	-4	-44	7	-5	0.4	8	-6	-3
Cc1ccccc1C(=O)N1CCC(C(=O)OCc2nc(N)nc(Nc3ccccc3)n2)CC1	-4	5	-9	2	-5	0.9	-8	0	3
Cc1ccc2nc(N(CCCN(C)C)C(=O)c3ccco3)sc2c1	-43	-1	7	-27	-8	6.8	13	4	-1

Laid out differently: 2 of the compounds above.
Compound,Jurkat NFkB inh,Mdm2-MdmX inh,Gli-Sufu antag,697 NFkB inh,EBI2 antag,CHOP UPR activ,CCR6 antag,CXCR6 inh,XBP1 UPR activ
CCOC(=O)c1ccc(NC(=O)c2cnccn2)cc1,-27,-30,-48,-37,-20,2.7,13,-8,-1
COc1ccc(N2C(=O)c3cccc4cccc(c34)C2=O)nn1,-1,15,1,10,-9,0.5,-7,-6,-2

Next structures follow:
SMILES	Jurkat NFkB inh	Mdm2-MdmX inh	Gli-Sufu antag	697 NFkB inh	EBI2 antag	CHOP UPR activ	CCR6 antag	CXCR6 inh	XBP1 UPR activ
COc1ccc(-c2nnc(SCc3cc(C)cc(C)c3)o2)cc1	-1	-9	0	16	6	-1.2	9	-1	-5
O=C(NN1CCOCC1)c1ccccc1NS(=O)(=O)c1ccc(F)cc1F	-12	32	1	-4	-5	-0.4	2	-2	0
O=C(CCS(=O)(=O)c1ccccc1)Nc1nc(-c2ccc(F)cc2)cs1	11	60*	42	-25	12	2.6	6	0	0
Cc1ccc(S(=O)(=O)CCC(=O)NC2CCCC2)cc1	0	19	2	13	8	-0.3	5	2	1
COC(=O)c1ccc(NC(=O)CSc2nnc(C(C)NC(=O)c3ccccc3Cl)n2C)cc1 (stereo not drawn)	3	2	-5	-1	-8	0.0	-6	-4	-1
COC(=O)c1[nH]c2cc(C)ccc2c1NC(=O)CN1CCOCC1	4	-18	-3	-8	-5	0.7	9	0	0
COc1ccccc1NC(=O)c1ccc(Cl)c(S(=O)(=O)N2CCCCC2)c1	21	4	1	-6	0	-1.0	15	4	-7
COc1ccc(Br)cc1/C=C/C(=O)NC(=S)Nc1ccc(Cl)c(C(=O)O)c1	-3	10	-6	-3	7	0.5	18	21	-3
COc1ccc(O)c(C=Nc2cc(C)on2)c1	-10	-16	-1	-23	-1	-0.6	-27	0	1
CCOc1ccc(NC(=O)Cc2nnc(SCC(=O)N3CCOCC3)n2C)cc1	-11	8	2	-36	2	0.2	-12	4	0
O=C(O)c1ccccc1NS(=O)(=O)c1ccc(NN=Cc2ccc(F)cc2)c([N+](=O)[O-])c1	-7	4	13	-9	5	0.2	28	22	0
CC1CC(C)CN(CCCCOc2ccc([N+](=O)[O-])cc2)C1 (stereo not drawn)	16	5	16	2	-8	3.1	11	-1	-3
CN(C)CCNc1ncnc2c1sc1nc(N3CCOCC3)c3c(c12)CC(C)(C)SC3	-5	70*	-5	5	23	1.6	2	-2	9
COc1ccccc1NC(=O)c1sc2nc(C)cc(C)c2c1N	-9	-8	-11	29	22	2.9	7	4	-1
CCn1c(SCC(=O)N(Cc2ccccc2)C2CCS(=O)(=O)C2)nc2ccccc2c1=O (stereo not drawn)	1	1	7	0	-7	1.2	5	7	1

Whole records, quoted from the list.
Results for `Cc1ccc2nc(N(CCCN(C)C)C(=O)c3ccco3)sc2c1` → Jurkat NFkB inh = -43; Mdm2-MdmX inh = -1; Gli-Sufu antag = 7; 697 NFkB inh = -27; EBI2 antag = -8; CHOP UPR activ = 6.8; CCR6 antag = 13; CXCR6 inh = 4; XBP1 UPR activ = -1
Results for `Cc1cc(C)c2c(c1)cc(C)c1nnc(SCC(=O)Nc3ccc(S(=O)(=O)N4CCCCC4)cc3)n12` → Jurkat NFkB inh = -10; Mdm2-MdmX inh = 8; Gli-Sufu antag = 15; 697 NFkB inh = -15; EBI2 antag = 2; CHOP UPR activ = 0.6; CCR6 antag = 6; CXCR6 inh = 2; XBP1 UPR activ = -3

Later entries.
SMILES	Jurkat NFkB inh	Mdm2-MdmX inh	Gli-Sufu antag	697 NFkB inh	EBI2 antag	CHOP UPR activ	CCR6 antag	CXCR6 inh	XBP1 UPR activ
O=C(Oc1ccc(-c2nccc(-c3ccccn3)n2)cc1)c1cccc(C(F)(F)F)c1	-55	-67	-70	-66	-13	4.8	2	4	3
Cc1csc(NC(=O)c2ccc(S(=O)(=O)N(C)c3ccccc3)cc2)n1	-19	-17	-11	-26	4	0.5	10	1	2
Cc1ccc(S(=O)(=O)c2c(N)n(CC3CCOC3)c3nc4ccccc4nc23)cc1 (stereo not drawn)	6	5	6	21	-10	-1.2	11	-3	-2
COc1ccccc1C(=O)NC(=S)Nc1ccc(Cc2ccncc2)cc1	-5	49	-8	3	4	-0.3	-4	2	2
CS(=O)(=O)c1cccc(-c2nnc(NC(=O)CCS(=O)(=O)c3ccccc3)o2)c1	15	26	-1	-23	6	-0.6	3	-18	-1
CCC(=O)N(CCC(Cc1ccccc1)c1ccco1)Cc1ccco1 (stereo not drawn)	-5	6	11	-3	17	-2.5	19	8	-2
O=C(CSc1nccn(-c2ccc(F)c(Cl)c2)c1=O)NC1CCCC1	-2	-9	-3	0	9	2.2	7	8	4
O=C(O)Cc1ccc(OCc2ccc(Cl)nc2)cc1	-23	-1	-3	-22	-13	-1.5	0	-7	-1
O=C(NS(=O)(=O)Oc1ccccc1F)OC[C@@H]1CCCN2CCCCC12 (stereo partly drawn)	11	5	-11	20	-6	0.4	-2	-6	0
O=C(N/N=C/c1ccc(N2CCOCC2)cc1)c1cccs1	-77	-1	-74	-61	3	5.6	-10	16	-4
CC(=O)Nc1ccc(SCc2csc(C)n2)cc1	4	-4	3	11	-18	-0.3	24	1	2

Bioassay records from PubChem BioAssay.
